Screens: PubChem, The Scripps Research Institute Molecular Screening Center
GPR151 ag = activators of human GPR151. Q8TDV0. PathHunter beta-arrestin GPR151 cells, luminescence. activation, % at 11.2 µM. hit rate 1% among 650,000; in the data active = activation above about 4.9%;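 note: 0% = median of compound wells and 100% = cells with positive control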
Target sequence (Q8TDV0 whole entry, looked up): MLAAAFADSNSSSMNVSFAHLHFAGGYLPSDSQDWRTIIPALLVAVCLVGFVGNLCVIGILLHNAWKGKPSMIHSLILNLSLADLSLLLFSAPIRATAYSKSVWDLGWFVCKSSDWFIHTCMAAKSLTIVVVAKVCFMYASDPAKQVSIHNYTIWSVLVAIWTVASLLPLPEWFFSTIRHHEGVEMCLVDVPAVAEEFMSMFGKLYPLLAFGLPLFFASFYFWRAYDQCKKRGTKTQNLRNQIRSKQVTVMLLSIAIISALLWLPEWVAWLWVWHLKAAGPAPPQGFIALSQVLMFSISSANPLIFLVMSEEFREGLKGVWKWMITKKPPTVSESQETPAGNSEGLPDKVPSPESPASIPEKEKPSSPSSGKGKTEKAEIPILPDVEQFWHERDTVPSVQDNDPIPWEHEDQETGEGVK
TEAD-YAP block = TEAD-YAP interaction inhibition; HEK-TIYL cells, TEAD-Gal4/YAP UAS-luciferase luminescence; inhibition, % at 9.12 µM; hit rate 1.4% among 640,000; AID 1259422; in the data active = inhibition above about 32%;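 note: 0% = median of test compound wells and 100% = reference inhibitor wells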
MITF primary = blocks human microphthalmia-associated transcription factor; O75030; AlphaScreen MITF homodimerization, bead proximity signal; inhibition, % at 2.6 µM; hit rate 0.91% among 650,000; AID 1259374; in the data active = inhibition above about 50%;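 note: 0% = vehicle wells with protein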
Target sequence (O75030 whole entry, looked up): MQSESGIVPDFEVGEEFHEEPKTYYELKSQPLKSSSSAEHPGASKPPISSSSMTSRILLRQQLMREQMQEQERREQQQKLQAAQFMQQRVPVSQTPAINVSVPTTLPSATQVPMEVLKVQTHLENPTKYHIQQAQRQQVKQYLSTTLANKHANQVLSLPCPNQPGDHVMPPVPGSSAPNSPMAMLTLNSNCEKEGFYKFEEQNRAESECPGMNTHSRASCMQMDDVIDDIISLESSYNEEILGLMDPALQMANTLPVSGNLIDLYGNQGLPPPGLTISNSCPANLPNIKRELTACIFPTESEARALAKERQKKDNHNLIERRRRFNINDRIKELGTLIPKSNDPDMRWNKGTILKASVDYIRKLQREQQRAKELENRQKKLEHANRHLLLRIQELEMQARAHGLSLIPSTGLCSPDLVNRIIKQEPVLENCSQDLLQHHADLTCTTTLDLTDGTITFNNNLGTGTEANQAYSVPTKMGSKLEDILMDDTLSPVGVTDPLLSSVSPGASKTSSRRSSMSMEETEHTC
FBW7 activator = activators of human E3 ligase FBW7; Q969H0; AlphaScreen FBW7–phospho-cyclin E peptide binding, activator screen; normalized activity (activation), % at 26.1 µM; hit rate 0.13% among 650,000; AID 1259310; in the data active = normalized activity above about 1.9%;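 note: purified mutant Fbw7 with reduced substrate affinity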
* = called active by the depositor. Rows were taken by chance; 3.5% or so of the library scored in one or more.

Results follow in this order: GPR151 ag	FBW7 activator	MITF primary	TEAD-YAP block
#1 Cc1cccc(N(C)S(=O)(=O)c2nnc(NC(=O)c3ccccc3Cl)s2)c1
    -0.2	-0.2	-10.7	3.7
#2 CCNc1nc(NCCCN2CCCC2=O)c2ncn(-c3ccsc3)c2n1
    2.6	-0.1	2.6	16.5
#3 CCOc1cc(C2NC(=O)NC(C)=C2C(=O)OC(C)C)ccc1OCc1ccccc1 (stereo unspecified)
    -0.2	0.1	-10.2	-22.9
#4 COc1cccc2cc(CC(=O)c3ccccc3)c(=O)oc12
    -0.1	0.1	18.9	-13.9
#5 COc1ccc(CC(=O)NC2=NCCS2)cc1
    1.2	0.0	-9.8	-2.2
#6 Cc1ccc(CNC(=O)C2CCCN(C(=O)N(C)C)C2)cc1 (stereo unspecified)
    0.8	0.2	10.6	3.2
#7 O=C(Nc1ccc(-c2ccccc2)cc1)c1ccncc1
    1.0	0.1	7.4	-4.1
#8 Cc1ccc(-c2ccc(CCC(=O)O)n2CC2CCCO2)cc1 (stereo unspecified)
    0.3	0.0	0.2	-3.7
#9 COc1ccc(CCC(=O)Nc2ccc(S(=O)(=O)N3CCCC3)cc2)cc1
    -0.4	0.1	7.8	6.2
#10 CC1=C(C(=O)Nc2cccc(C)n2)C(c2ccccc2Cl)C2=C(CC(C)(C)CC2=O)N1 (stereo unspecified)
    1.1	0.2	-6.6	3.6
#11 CCOc1ccc2nc(NS(=O)(=O)c3ccc(F)c(C)c3)sc2c1
    -1.4	0.1	-8.8	-3.4
#12 Cc1ccc(C)c(NC(=S)N2CCOCC2)c1
    1.1	0.1	8.5	3.8
#13 CCc1nc(C)cn1S(=O)(=O)c1ccc(Cl)cc1
    -0.7	-0.3	10.2	7.2
#14 COc1ccc(C(CNS(=O)(=O)c2ccc(Br)cc2)N2CCN(C)CC2)cc1 (stereo unspecified)
    1.6	0.1	7.3	1.0
#15 Cc1ccc(Nc2cc(C)nc3cc(Cl)ccc23)cc1
    0.7	0.3	1.4	5.2
#16 O=C(NC1CCCCC1)c1ccc(Br)c(S(=O)(=O)N2CCCCC2)c1
    0.6	-0.1	-9.9	3.0
#17 CCCN1CCN(CCCNC(=O)CCCOc2cc(=O)n(C)c3ccccc23)CC1
    0.1	0.0	6.6	-3.6
#18 C#CC(CC)(CC)NC(=S)Nc1ccc(S(N)(=O)=O)cc1
    2.7	0.0	-1.1	-31.9
#19 NC(=O)c1oc2ccccc2c1NC(=O)CN1C(=O)c2ccccc2C1=O
    0.2	-0.1	-4.5	-0.3
#20 Cc1ccc(C)c(OCC(=O)N2CCc3ccccc32)c1
    3.5	0.0	1.6	-10.6
#21 COc1ccc(C2(C)CC(C)(C)N(C(=O)c3ccc([N+](=O)[O-])cc3)c3ccccc32)cc1 (stereo unspecified)
    1.7	-0.3	4.0	5.6
#22 O=C(c1nc2sccn2c1CNC1Cc2ccccc2C1)N1CCCCCCC1
    -0.9	0.3	2.7	15.4
#23 O=C1CSC(c2ccc(Br)cc2)N1c1ccc(Br)cn1 (stereo unspecified)
    -0.4	-0.1	-0.1	-4.2
#24 CCOc1cc(S(=O)(=O)NC2CCCC2)ccc1Cl
    -0.4	0.0	11.2	-1.6
#25 O=C(c1cnc2ccccn12)N1CCOCC1
    1.0	-0.2	13.3	0.7
#26 COc1cc(OC)c(OC)cc1/C=C(/C#N)C(N)=O
    2.8	-0.1	8.5	0.0
#27 O=S1(=O)CCC(n2nnnc2-c2ccccc2)C1 (stereo unspecified)
    -0.9	0.1	6.9	8.2
#28 COC(=O)c1cc(NC(=O)CN(c2ccc(F)c(Cl)c2)S(C)(=O)=O)ccc1Cl
    -0.4	0.0	0.5	4.6
#29 COc1cccc(/C=N\NC(=O)c2ccc(N)cc2)c1OC
    0.7	-0.1	-9.9	-29.1
#30 CCCSc1nnc2c(n1)OC(c1ccccc1OCC(=O)OCC)Nc1ccccc1-2 (stereo unspecified)
    2.8	-0.1	6.1	-17.5
#31 COc1ccc(C(=O)Nc2cc(-c3nc4cc(Cl)cc(Cl)c4o3)ccc2C)cc1
    0.5	0.2	-5.0	-2.6
#32 COc1ccc(N2C(=O)c3ccccc3NC2c2ccc3c(c2)c2ccccc2n3C)cc1 (stereo unspecified)
    -2.9	0.1	-8.8	-46.0
#33 COC(=O)c1c(NC(=O)COc2cc(C)ccc2C(C)C)sc2c1CCCC2
    1.1	-0.1	4.7	6.7
#34 O=C(OCN1C(=O)c2ccccc2C1=O)C1CCCCC1
    6.1*	0.1	10.1	4.7
#35 Fc1ccc(CSc2nnc(SCc3ccc(F)c4ccccc34)s2)c2ccccc12
    -1.2	-0.2	-17.3	0.1
#36 COc1ccc(-c2nc(C(=O)Nc3cc(OC)c(OC)c(OC)c3)cs2)cn1
    1.8	-0.1	4.3	10.5
#37 COc1cc(CNc2ccc3c(c2)CCN3C(C)=O)cc(OC)c1OC
    0.3	0.1	0.7	67.1*
#38 COc1ccc(/C(C)=C2/SC(=S)N(CO)C2=O)cc1
    0.9	-0.1	-2.5	10.1
#39 CC(C)c1ccc(NC(=O)CSc2nc3ccccc3n2S(=O)(=O)c2ccc(Cl)cc2)cc1
    0.3	0.2	12.2	-6.8
#40 CCCN(CCC)c1nc(N2CCCC2)nc(N2CCCC2)n1
    0.5	-0.1	0.0	4.0

Among those listed so far, these contain bromine.
Results follow in this order: GPR151 ag	FBW7 activator	MITF primary	TEAD-YAP block
#14 COc1ccc(C(CNS(=O)(=O)c2ccc(Br)cc2)N2CCN(C)CC2)cc1 (stereo unspecified)
    1.6	0.1	7.3	1.0
#16 O=C(NC1CCCCC1)c1ccc(Br)c(S(=O)(=O)N2CCCCC2)c1
    0.6	-0.1	-9.9	3.0
#23 O=C1CSC(c2ccc(Br)cc2)N1c1ccc(Br)cn1 (stereo unspecified)
    -0.4	-0.1	-0.1	-4.2

(further entries)
Results follow in this order: GPR151 ag	FBW7 activator	MITF primary	TEAD-YAP block
#41 COc1ccc(S(=O)(=O)N(CC(=O)Nc2ccccc2Cl)Cc2ccccc2)cc1
    -0.1	0.4	15.2	0.2
#42 COc1ccc(C2CC(c3ccc(Br)cc3)=NN2C(=O)CSc2nnc(CNC(=O)c3cccc(OC)c3)n2C)cc1 (stereo unspecified)
    -0.5	-0.1	-3.0	16.4
#43 C/C(=N\NC(=O)Cc1ccccc1)c1ccccc1
    1.0	0.0	15.3	-20.4
#44 COc1cc(C(=O)COC(=O)c2ccccc2)cc(OC)c1OC
    0.3	0.1	-5.1	3.9
#45 CCCCOc1ccc(C(=O)Oc2ccc(C(C)=O)cc2)cc1
    0.6	0.1	5.4	5.8
#46 CCOC(=O)C1=c2s/c(=C/c3ccccc3)c(=O)n2C(N)=C(C#N)C1c1ccccc1 (stereo unspecified)
    -0.8	0.1	9.1	1.3
#47 COc1ccccc1C1CN(CC(=O)NCc2cccc(C)n2)Cc2ccccc2O1 (stereo unspecified)
    0.6	0.1	9.3	-1.5
#48 Cc1cccn2c(NC(=O)c3ccc(F)cc3)c(-c3ccccc3)nc12
    0.5	-0.2	3.4	-1.0
#49 CCc1ccc(C(=O)CSc2nnnn2-c2ccccc2)cc1
    0.2	0.1	7.3	-11.3
#50 COCCCNC(=O)c1c(NC(=O)c2ccccc2C)sc2c1CCCC2
    0.2	0.3	1.8	1.0
#51 Cc1c(NC(=O)COc2cc(F)ccc2[N+](=O)[O-])c(=O)n(-c2ccccc2)n1C
    0.6	0.3	2.2	-6.9
#52 Cc1cc(C)nc(NC(=O)c2cccc(S(=O)(=O)N3CCOCC3)c2)n1
    0.1	-0.1	0.9	-5.2
#53 COc1ccc(S(=O)(=O)N2CCN(c3cccc(Cl)c3Cl)CC2)cc1OC
    8.3*	-0.2	0.1	-2.5
#54 O=C(Nc1ccncc1)OC1CCCCC1
    -0.8	0.0	-5.0	-9.3
#55 c1ccc(CSc2nc3ccncc3[nH]2)cc1
    -2.0	0.2	-11.4	56.7*
#56 CCC(C(=O)O)n1nc(C)n2c(cc3sccc32)c1=O (stereo unspecified)
    0.8	-0.1	8.6	-4.8
#57 O=S1(=O)NC(=NC2CCCCCC2)c2ccccc21
    -0.6	0.9	12.9	-0.3
#58 CCOc1ccc(NC(=O)c2sc(=S)n(-c3ccc(C)c(C)c3)c2N)cc1
    -0.7	-0.1	18.2	5.5
#59 CC1=C(C(=O)OCCOc2ccccc2)C(c2ccc(Cl)c(Cl)c2)NC(=O)N1 (stereo unspecified)
    0.6	-0.1	-4.8	-0.8
#60 CN(C)CCN(Cc1ccccc1)c1ccnc(N(C)C)c1C#N
    -0.2	0.3	40.1	1.8

Arranged by length of the SMILES (descending): four of the compounds above
Results follow in this order: GPR151 ag	FBW7 activator	MITF primary	TEAD-YAP block
#41 COc1ccc(S(=O)(=O)N(CC(=O)Nc2ccccc2Cl)Cc2ccccc2)cc1
    -0.1	0.4	15.2	0.2
#52 Cc1cc(C)nc(NC(=O)c2cccc(S(=O)(=O)N3CCOCC3)c2)n1
    0.1	-0.1	0.9	-5.2
#48 Cc1cccn2c(NC(=O)c3ccc(F)cc3)c(-c3ccccc3)nc12
    0.5	-0.2	3.4	-1.0
#49 CCc1ccc(C(=O)CSc2nnnn2-c2ccccc2)cc1
    0.2	0.1	7.3	-11.3

(further entries)
Results follow in this order: GPR151 ag	FBW7 activator	MITF primary	TEAD-YAP block
#61 COc1ccc(C(=O)/C=C/Nc2ccccc2C(N)=O)cc1OC
    -0.1	0.1	4.0	-45.9
#62 Cc1ccc(OCC(=O)n2cnnc2N)c(Br)c1
    1.2	0.1	-0.7	-14.3
#63 COc1cccc(/C=N/NC(=O)c2ccccc2Br)c1O
    -0.9	-0.6	42.6	-2.9
#64 COc1ccc(C2=NN(S(C)(=O)=O)C(c3cccs3)C2)cc1OC (stereo unspecified)
    -0.9	0.8	25.3	-50.3
#65 O=C(Cn1ncc2cccn2c1=O)Nc1ccc2c(c1)OCCO2
    -0.4	0.0	3.6	-37.3
#66 COC(=O)NCCN(C(=O)OC)C(=O)c1cc2ccccc2oc1=O
    -0.6	0.0	-3.4	-2.8
#67 OCCNc1nc(Nc2nccc3ccccc23)nc2nc[nH]c12
    -2.4	0.1	-6.5	-6.2
#68 CCOc1cc(CN2CCN(C3CCN(C(C)C)CC3)C(CCO)C2)ccc1OC (stereo unspecified)
    0.2	0.8	5.2	3.1
#69 CCCCOc1cc2nc3c4cc(Br)ccc4n(CC)c3nc2cc1OCCCC
    1.2	-0.1	-0.4	6.0
#70 CCOC(=O)C1C(c2ccc3c(c2)OCO3)NC(=O)NC1(O)C(F)(F)F (stereo unspecified)
    -1.5	1.0	13.6	7.4
#71 Cc1ccc(S(=O)(=O)Nc2ccc(C(=O)N/N=C/c3ccc4c(c3)OCO4)cc2)cc1
    1.6	0.1	-1.6	-31.5
#72 CCN(CC)c1ccc2c(C)c(Cl)c(=O)oc2c1
    -0.7	5.8*	-25.7	-4.8
#73 Cc1cc(-c2nnc(NC(=O)C3(c4ccccc4)CCOCC3)o2)c(C)o1
    -0.4	-1.1	19.2	-4.0
#74 CC(C)n1c(Nc2cnccn2)nc2c(NC3CCN(Cc4ccccc4)CC3)ncnc21
    -0.4	-0.3	7.0	14.1
#75 CCCCNC(=O)c1cc(=O)[nH]c2ccc(S(=O)(=O)N3CCOCC3)cc12
    0.8	-0.1	-6.7	-7.0
#76 O=C(CN1CCOCC1)OCCCC1CCCCC1
    -0.5	0.2	27.3	-0.9
#77 CC1Cc2nc(SCC(=O)NCc3ccco3)n(Cc3ccccc3)c(=O)c2S1 (stereo unspecified)
    0.7	-0.1	10.0	-12.5
#78 O=C(c1ccc(Cl)cc1)n1c(NCc2ccccc2)n[nH]c1=S
    -0.7	0.1	-4.5	0.8
#79 CS(=O)(=O)N1CCN(C(=O)Cn2cnc3ccccc32)CC1
    3.2	-0.1	-6.0	0.9
#80 CCOC(=O)c1sc(NC(=O)COc2ccc(CC)cc2)nc1C
    -1.4	0.2	10.4	6.5
#81 O=c1oc2ccc3ccccc3c2cc1-c1nnc(-c2ccc(Br)cc2)o1
    -0.1	0.1	9.3	2.3
